Screens as filed in PubChem BioAssay.
pCIP destab = lowers stability of the mouse p/CIP coactivator protein. Q05BA5. F442A p/CIP-EGFP cells, EGFP fluorescence, 16 h. decrease of EGFP signal, % at 10 µM. 0.01% of 290,000 active. AID 1984;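 active = EGFP signal decrease of at least 30% at 10 µM or well 3 SD below plate mean, unless failing retest; inactive = the rest, including hits failing retest or dose response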; also: some compounds called inactive have numbers as strong as hits; many of its hits are not listed in these tables
UBC9 SUMO inh = inhibitors of human SUMOylation (UBC9); P63279; 0.36% of 290,000 active; HTRF SUMOylation assay, SAE1/SAE2 + UBC9, in vitro; inhibition, % at 35 µM; AID 2006; in the data active = inhibition above about 50%, passing the limit was not always enough; also: strong numbers were not always called active
VIM-2 inhibitor = blocks Pseudomonas aeruginosa VIM-2 metallo-beta-lactamase. AID 1527. purified VIM-2, nitrocefin hydrolysis, epi-absorbance fluorescence. 0.89% of 290,000 active. inhibition, % at 5.6 µM;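 active = inhibition above the mean of all tested compounds plus 3 SD, cutoff set per screening run, cut at about 7.5% in these data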;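 also: red hydrolysis product quenches plate fluorescence so inhibitors raise well fluorescence; 0% = enzyme with DMSO and 100% = DMSO without enzyme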
IMP-1 inh = inhibitors of Pseudomonas aeruginosa IMP-1 metallo-beta-lactamase | AID 1556 | inhibition, % at 5.6 µM | 0.45% of 290,000 active | purified IMP-1, nitrocefin hydrolysis, epi-absorbance fluorescence;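 active = inhibition above the mean plus 3 SD of all compounds in the same screening run, cut at about 4.5% in these data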;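 also: 0% = IMP-1 with DMSO and 100% = DMSO wells lacking enzyme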
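Material – recombinant IMP-1 enzyme, purified · Amount – IMP-1 0.2 nM before substrate addition · Medium – HEPES buffer pH 7.1 with ZnSO4 and Brij 35 · Timing – 25 °C, 15 min preincubation, 25 min reaction · Measured by – plate fluorescence quenching by hydrolysis product, ex 480/em 530 nm · Read-out – percent enzyme inhibition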
GalR3 antag = blocks the human galanin receptor 3 | O60755 | HEK293 GalR3-CNG cAMP membrane potential fluorescence; galR3 body fused to GalR1 C-terminus | inhibition, % at 3 µM | 0.44% of 360,000 active | AID 651719;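 active = inhibition above the screen-wide average plus 3 SD, cut at about 13% in these data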;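 also: forskolin and galanin both at EC90 stimulate the cells; cAMP rise reported by CNG channel membrane potential dye signal; 0% = forskolin plus galanin with DMSO and 100% = forskolin alone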
CRFBP-R2 block = antagonists of CRF-binding protein/CRF-R2 receptor complex. HEK293 CRF-R2/CRF-BP, CRF-induced calcium fluorescence. inhibition, % at 11.8 µM. 0.59% of 350,000 active;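 active = inhibition of the ligand-induced calcium signal above about 50% at the single tested concentration, limit read from the data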
NS3 helicase inh = HCV NS3 helicase inhibition | NS3 helicase DNA unwinding, Cy5 molecular beacon fluorescence | inhibition, % at 10.9 µM | 0.56% of 290,000 active | AID 1800;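 active = inhibition above the mean of all tested compounds plus 3 SD, set per campaign, cut at about 35% in these data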;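 also: 0% = DMSO wells and 100% = thioflavine S control wells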
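assay system = NS3 helicase fragment of HCV | buffer or medium = MOPS pH 6.5, MgCl2, DTT, Tween20, BSA | timing = 60 min unwinding reaction at 25 °C after ATP addition | signal = Cy5 beacon fluorescence read at start and 1 h | read-out basis = % inhibition of unwinding | control set = low DMSO, high thioflavine S at 110 µM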
IDE inh = inhibitors of human insulin-degrading enzyme in cells; P14735; HEK cells, FAbetaB cleavage, fluorescence polarization; inhibition, % at 5.59 µM; 0.41% of 320,000 active; AID 434962;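 active = percent inhibition above the average of all tested compounds plus 3 SD, set per screening campaign, cut at about 16% in these data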;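 also: IDE supplied by intact live HEK cells; FP after avidin binding of uncleaved biotin substrate so inhibition keeps polarization high; 0% = DMSO wells and 100% = 60 µM reference IDE inhibitor Ii1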
Target sequence (P14735 whole entry, looked up): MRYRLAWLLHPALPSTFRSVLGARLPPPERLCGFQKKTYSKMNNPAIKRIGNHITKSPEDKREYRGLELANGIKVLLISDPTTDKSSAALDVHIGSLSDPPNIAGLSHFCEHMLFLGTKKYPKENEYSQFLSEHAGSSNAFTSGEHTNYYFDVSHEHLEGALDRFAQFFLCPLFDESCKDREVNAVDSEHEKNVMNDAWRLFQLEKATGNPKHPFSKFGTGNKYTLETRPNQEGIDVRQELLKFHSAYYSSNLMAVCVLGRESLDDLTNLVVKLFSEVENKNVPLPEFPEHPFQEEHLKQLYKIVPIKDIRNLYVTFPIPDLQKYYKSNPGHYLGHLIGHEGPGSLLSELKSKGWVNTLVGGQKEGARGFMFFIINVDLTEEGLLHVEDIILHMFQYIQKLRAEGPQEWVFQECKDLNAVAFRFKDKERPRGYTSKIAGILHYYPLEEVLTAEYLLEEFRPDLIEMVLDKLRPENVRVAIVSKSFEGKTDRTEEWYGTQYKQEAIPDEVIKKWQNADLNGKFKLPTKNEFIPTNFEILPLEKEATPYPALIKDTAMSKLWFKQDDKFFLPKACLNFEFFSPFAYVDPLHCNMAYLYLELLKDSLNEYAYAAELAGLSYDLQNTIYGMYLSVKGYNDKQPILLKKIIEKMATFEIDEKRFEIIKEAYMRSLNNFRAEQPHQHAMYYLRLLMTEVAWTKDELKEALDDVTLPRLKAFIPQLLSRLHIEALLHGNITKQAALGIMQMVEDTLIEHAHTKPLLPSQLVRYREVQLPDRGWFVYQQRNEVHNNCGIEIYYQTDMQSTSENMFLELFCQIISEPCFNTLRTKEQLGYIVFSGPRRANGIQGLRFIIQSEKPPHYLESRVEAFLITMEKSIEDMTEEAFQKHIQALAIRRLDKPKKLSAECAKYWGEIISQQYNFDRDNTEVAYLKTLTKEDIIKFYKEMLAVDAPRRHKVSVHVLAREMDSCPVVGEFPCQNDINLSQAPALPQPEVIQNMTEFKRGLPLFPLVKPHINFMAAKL
IDE cell activ = IDE (human) activation, cell-based; 0.073% of 340,000 active; activation, % at 5.96 µM; AID 493087; HEK cells, FAbeta-B cleavage, fluorescence polarization; 0% vehicle, 100% cell-free pure enzyme wells;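 active = activation above the mean of all tested compounds plus 3 SD, set per screening campaign, cut at about 17% in these data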
* marks the source's active call; other numbers are inactive results; . = not tested or not shown. This is a random part of the collection; any-hit rate near 3.2%.

Structure	pCIP destab	UBC9 SUMO inh	VIM-2 inhibitor	IMP-1 inh	GalR3 antag	CRFBP-R2 block	NS3 helicase inh	IDE inh	IDE cell activ
O=C1CC(N2CCOCC2)C(=O)N1CCc1ccccc1 (stereo not given)	0	24	-1.3	2.1	1	8	2	1	-2
CC(C)(Oc1ccc(Cl)cc1)C(=O)Nc1cccnc1	1	-5	-0.9	-4.0	-4	11	3	-4	-1
COc1ccc(/C=C2/CCc3ccccc3C2=O)cc1OC	-1	2	-3.2	-0.5	-3	2	-6	-5	2
CCCc1nn(C)c(C(N)=O)c1[N+](=O)[O-]	-4	31	-2.8	-2.7	2	-32	13	3	0
CN(C)NC(=S)Nc1ccc(S(=O)(=O)N2CCCCC2)cc1	-10	17	-2.6	-2.3	-6	-6	-8	5	8
C[C@@H](C(=O)Nc1cccnc1)n1c(=O)[nH]c2ccccc2c1=O	-9	0	0.6	0.5	-2	3	6	-3	3
COCCCNCCOCCOc1c(OC)cccc1OC	-3	-7	-2.3	-1.5	-2	-12	1	0	3
Cc1cc(NC(=O)c2ccccc2F)ncc1NC(=O)c1cccs1	-4	-5	-0.9	-1.9	-3	5	2	1	-3
O=C(NCCOc1ccccc1)c1cc(C(=O)NCCOc2ccccc2)cc([N+](=O)[O-])c1	-4	-12	-2.8	-1.8	-13	30	3	6	3
Cc1c(NC(=O)COC(=O)C2=COCCO2)cccc1[N+](=O)[O-]	.	.	.	.	-1	-2	.	7	2
Cc1nc(CNS(=O)(=O)c2cccc(F)c2)cs1	-9	-3	-0.8	1.7	-4	-6	4	2	3
Cc1cc(N2CCOCC2)c2c(N)c(C)cc(C)c2n1	-28	21	-3.2	-4.1	-5	-8	-1	-2	4
COc1cc(CCNC(=O)c2ccccc2NC(=O)C2=C(C)OCCS2)cc(OC)c1OC	2	6	-3.4	-1.7	-7	-5	-6	0	6
COc1cc(C2c3c(oc4ccccc4c3=O)C(=O)N2Cc2cccnc2)cc(OC)c1OC (stereo not given)	-4	-1	-1.5	-1.7	.	.	2	.	.
O=C(NCC1CCCO1)c1ccccc1-c1nc(-c2ccccc2Cl)no1 (stereo not given)	13	-13	-2.7	-1.5	-2	0	-6	14	-1

Structure	pCIP destab	UBC9 SUMO inh	VIM-2 inhibitor	IMP-1 inh	GalR3 antag	CRFBP-R2 block	NS3 helicase inh	IDE inh	IDE cell activ
CCOc1cc(/C=N/Nc2nc(Nc3ccccc3)nc(N3CCCCC3)n2)ccc1OCC(=O)O	8	23	-2.8	-4.2	-5	21	15	5	5
CC1CC(C)CN(C(=O)Cn2c(=O)n(CCCC(=O)NCc3ccco3)c(=O)c3sccc32)C1 (stereo not given)	-13	9	0.5	-1.0	-6	-7	-17	2	0
O=C(COc1ccc(Cl)cc1)OCC(=O)c1ccc[nH]1	.	.	.	.	3	4	.	1	2
CC(=O)Nc1ccc(C(=O)NCC2(N3CCCCC3)CCCCC2)cc1	3	10	-2.9	-3.9	3	-10	-18	2	-2
COc1ccccc1C(=O)COC(=O)/C=C/c1ccccc1	-7	3	13*	-1.9	0	15	2	-3	5
COc1ccccc1OCC(=O)Nc1cc(Cl)ccc1Oc1ccccc1	1	-5	0.6	-1.5	-1	1	-3	2	5
Cc1cccc(N2CC(C(=O)OCc3ccc([N+](=O)[O-])cc3)CC2=O)c1 (stereo not given)	-4	-6	-1.9	-2.4	-4	-5	-14	0	3
Cc1ccc(C)c(OCC(=O)Nc2ccc(S(=O)(=O)Nc3ccccn3)cc2)c1	3	2	-3.1	-0.5	-2	-26	9	0	-6
CCOC(=O)c1ccc(NC(=O)N2CCN(CCc3ccccc3)CC2)cc1	-10	-4	-0.2	-1.1	-1	-14	-12	0	6
CCOC(=O)C1CCCN(CC(=O)/C=C2/N(C)c3ccccc3C2(C)C)C1 (stereo not given)	-12	19	1.6	-1.9	-7	-14	-7	2	4
O=C(NCc1ccc(F)cc1)N1CCN(C(=O)c2ccccc2)CC1	.	.	.	.	-7	3	.	-1	2
CC(C)OC(=O)C1Cc2ccccc2CN1S(=O)(=O)c1cccs1 (stereo not given)	-6	4	1.9	-0.9	-8	8	-6	-1	-2
O=C(CCCO)NNc1c2ccccc2nc2ccccc12	-3	0	-0.5	-1.6	0	10	5	0	5
COC(=O)c1c(O)c2c([nH]c1=O)CCCC2	8	-13	-2.3	0.0	-5	-5	6	-5	3
CC(C)CCOC(=O)/C(=C/c1ccco1)NC(=O)/C=C/c1ccccc1	-2	9	-2.0	-0.5	-7	15	17	-1	6

Structure	pCIP destab	UBC9 SUMO inh	VIM-2 inhibitor	IMP-1 inh	GalR3 antag	CRFBP-R2 block	NS3 helicase inh	IDE inh	IDE cell activ
COc1ccc(C(=O)OC(C)C(=O)Nc2cc(C(F)(F)F)ccc2Cl)c(OC)c1OC (stereo not given)	-6	-2	-0.9	-3.8	-2	-94	1	-3	4
CC(C)c1ccc(C(=O)OC2CCOC2=O)cc1 (stereo not given)	-1	-16	-1.9	-2.6	-9	7	31	1	5
Cc1ccc(N=C2NC(=O)C(CC(=O)O)S2)cc1 (stereo not given)	-6	10	-0.2	-1.8	.	-1	10	2	7
CN(C)C(=O)c1ccc(NC(=O)COC(=O)Cn2cc(C(F)(F)F)ccc2=O)cc1	.	.	.	.	-3	-3	.	-2	3
COc1ccccc1-n1cnnc1SC(C)C(=O)NCC1CCCO1 (stereo not given)	.	.	.	.	-4	3	.	-2	3
O=C(CNC(=O)c1cccs1)N/N=C/c1ccc(Cl)cc1	13	6	-0.4	-4.6	2	-2	1	6	1
c1ccc(Nc2ncnc3c2oc2ccccc23)cc1	-13	10	2.0	-1.9	-6	19	4	8	2
Cc1cccc(NC(=O)[C@H](NC(=O)[C@@H]2Cc3ccccc3CN2)c2ccccc2)c1	-5	-7	-2.0	0.6	-9	-10	-24	-15	5
COc1ccc(S(=O)(=O)NNC(=O)c2ccccc2-n2cccc2)cc1	1	11	-3.5	-2.7	3	-3	-6	2	-4
CCN(CC)CCN(C(=O)c1cc(Cl)sc1Cl)c1nc2cc3c(cc2s1)OCO3	3	3	-2.5	-3.5	-3	-22	-7	3	-2
Cc1cc(C(=O)Nc2ccccc2N2CCOCC2)ccc1[N+](=O)[O-]	4	-15	-2.7	-2.3	0	-10	-1	-4	1
O=C(NCc1ccccc1)C12CN(Cc3ccccc3)CC1C(c1ccc([N+](=O)[O-])cc1)=NO2 (stereo not given)	-14	-21	-4.3	-2.6	-4	5	-9	4	8
CCCCOCCCN1CC(=O)N2[C@@H](Cc3c([nH]c4ccccc34)C2(C)C)C1=O	-1	-6	1.5	-1.8	-7	2	-10	-2	5
Cc1c(C(=O)N2CCN(S(=O)(=O)c3cc(F)ccc3F)CC2)oc2ccccc12	.	.	.	.	-3	-8	.	3	6
CCc1ccc(S(=O)(=O)ON2C(=O)c3ccccc3C2=O)cc1	-9	23	-1.7	-0.7	-7	23	8	.	-3

Structure	pCIP destab	UBC9 SUMO inh	VIM-2 inhibitor	IMP-1 inh	GalR3 antag	CRFBP-R2 block	NS3 helicase inh	IDE inh	IDE cell activ
Cc1nn(C(C)(C)C)c(NC(=O)c2ccccc2)c1C#N	-8	15	-1.2	-2.6	-9	11	9	1	0
CCC(CC)NC(=O)CC(c1ccccc1)c1ccccc1	0	-2	-2.5	-0.2	-4	71*	-4	5	3
CC(C)(C)[C@H]1CCC(=O)N([C@H](CSc2ccccc2)Cc2ccccc2)CC1	-8	-8	-1.7	-3.7	-6	1	-16	4	1
Cc1nn(C)c(C)c1CN(Cc1nc(-c2cc(F)ccc2F)oc1C)C1CC1	-3	7	-3.4	-1.5	-4	-2	-4	-2	1
Cc1ccccc1NC(=O)NC1(C(=O)N2CCC(O)CC2)CCCCC1	-3	-9	-1.9	-2.3	-1	0	10	4	0
Cc1ccc(S(=O)(=O)N(C)C)cc1NC(=S)Nc1cccc2ccccc12	-6	92*	2.5	1.0	-2	-2	20	-4	1
O=C(CCOc1ccccc1)Nc1ccnn1C1CCN(CCc2ccccc2)CC1	-1	2	2.7	1.6	-9	-18	15	-1	5
COc1ccc(-c2nc3c(c(SCC(=O)N4CCCC4)n2)COC(C)(C)C3)cc1	-14	2	-1.8	-1.1	1	-10	-8	3	3
CCN=c1scc(C)n1/N=C/c1ccsc1	3	4	0.0	-2.1	-4	-7	6	3	-1
Cc1cc(C)c(NC(=O)CNC(=O)c2ccc3ncsc3c2)c(C)c1	.	.	.	.	-3	-2	.	-1	0
CCn1c(=O)cc(SCC(=O)N2CCN(C3CCCCC3)CC2)c2ccccc21	1	5	0.8	-5.0	-8	13	-6	10	-5
COc1ccc(Br)cc1C1CC(=O)C(C)C(c2cc(Br)ccc2OC)N1 (stereo not given)	7	-16	-0.1	-2.1	-7	-19	-4	4	5
O=C(CCc1nnc2ccc(NCc3ccco3)nn12)N1CCCCC1	-1	0	1.0	0.4	-8	-3	5	4	2
CCC(=O)N(Cc1c(C)nn(-c2ccccc2)c1Cl)c1ccc(Cl)cc1	-10	-11	-2.1	-1.7	-3	68*	-2	1	-1
CNC(=S)N(CCc1c(C)[nH]c2ccc(C)cc12)Cc1ccco1	0	-11	-2.4	-3.9	0	8	-18	-2	-6

Structure	pCIP destab	UBC9 SUMO inh	VIM-2 inhibitor	IMP-1 inh	GalR3 antag	CRFBP-R2 block	NS3 helicase inh	IDE inh	IDE cell activ
CCOc1ccc(-c2c(C(=O)N/N=C/c3ccc(OC(C)C)cc3)nnn2-c2nonc2N)cc1	-16	-16	-3.5	-3.6	-1	-200	13	0	-5
CCc1cc(=O)oc2c3c(cc(OCC(=O)NC4CC4)c12)OC(C)(C)CC3	5	31	2.8	1.1	-3	1	42*	-5	0
N#Cc1ccc(-c2cccnc2)nc1SCC(=O)c1ccccc1	-84	41	1.5	-1.1	-4	-25	-8	23*	-41
O=S(=O)(c1ccc(Br)cc1)N1CCN(c2cc(-c3ccccc3)nc3ncnn23)CC1	-5	-1	-0.8	-3.0	.	7	0	-2	2
O=C(CSc1nnnn1-c1ccc2c(c1)CCC2)Nc1ccc2c(c1)OCCO2	-13	11	-1.8	-2.1	-2	10	-5	4	3
N/C(=N\c1nc2c(c(=O)[nH]1)CCC2)Nc1cccc2ccccc12	-12	-6	-1.6	-3.0	-6	-10	1	12	-1
NC(=O)CSCc1ccc(Br)cc1	-3	18	-1.7	-1.2	-2	21	-6	5	9
Cc1cc(S(=O)(=O)Nc2ccc(C(=O)NCC3(N4CCCCC4)CCCCC3)cc2)ccc1F	.	.	.	.	-4	-10	.	-6	3
Cc1sc2c(c1C)C(O)=C(C(=O)Nc1ccccc1)S(=O)(=O)N2C	2	-1	0.2	4.6*	-3	16	44*	5	3

Full records as entered above. Order of values: pCIP destab, UBC9 SUMO inh, VIM-2 inhibitor, IMP-1 inh, GalR3 antag, CRFBP-R2 block, NS3 helicase inh, IDE inh, IDE cell activ
Record of Cc1sc2c(c1C)C(O)=C(C(=O)Nc1ccccc1)S(=O)(=O)N2C = 2, -1, 0.2, 4.6*, -3, 16, 44*, 5, 3
Record of N/C(=N\c1nc2c(c(=O)[nH]1)CCC2)Nc1cccc2ccccc12 = -12, -6, -1.6, -3.0, -6, -10, 1, 12, -1
